Screens: PubChem BioAssay, several laboratories
GSH bead fluor: compound fluorescence on glutathione beads, profiling panel, artefact control, biophysical, 488/530 nm, flow cytometry. fluorescence (KMESF) at 10 µM. GSH beads flow cytometry, compound fluorescence 488/530 nm; hits give high values. hit rate 0.25% among 190,000; in the data active means fluorescence above about 89;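 further: glutathione beads carrying GST-tagged Bcl family fusion proteins plus one bare bead set; values are compound well signal with DMSO vehicle wells as background; inactives centre near 16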
Rab7 wt GTP bind: modulators of GTP binding to Rab7, primary screen, biochemical, wildtype, multiplex bead flow cytometry; Rab7 GTPase wild type (dog), Bodipy-FL-GTP binding; GST-Rab7 beads, fluorescent GTP binding; actives lie on both sides; untreated = 100%, excess cold GTP = 0%; GTP binding activity (percent of control), % at 10 µM; hit rate 0.055% among 190,000;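 active means fluorescent GTP binding to Rab7 beads changed by at least 20 points from the 100% baseline, either direction, mostly lower; inconclusive means compound itself probably fluorescent, or too few beads counted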;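 further: median green fluorescence of bound Bodipy-FL-GTP per Rab7 bead population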
Pf gamet viab: late stage P. falciparum gametocyte viability inhibitors, primary screen, ATP luminescence, HTS. P. falciparum stage V gametocytes, 24 h. inhibition, % at 10.9 µM. hit rate 0.065% among 150,000. AID 743093, 2013;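 active means inhibition above the mean plus 3 SD of compounds within the control limits, set per campaign, cut at about 38% in these data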;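 further: 0% = DMSO wells and 100% = medium only without gametocytes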
Avidin fluor: green autofluorescence of compounds with avidin beads – biophysical, 488/530 nm, flow cytometry, artefact control, profiling panel; compound fluorescence 488/530 nm; hits give high values; fluorescence (KMESF) at 10 µM; hit rate 0.38% among 220,000; AID 1775, 2009; in the data active means fluorescence above about 47; further: inactives centre near 10
Rac1 act GTP bind: GTP binding modulators of activated mutant Rac1, primary screen, biochemical, bead-based flow cytometry, multiplex, fluorescent GTP | GST-Rac1 activated beads; actives lie on both sides; 100% means binding = to untreated wells | Ras-related C3 botulinum toxin substrate 1 (Homo sapiens), P63000 | hit rate 0.11% among 190,000 | percent activity (GTP binding), % at 10 µM;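 active means GTP binding at least 20 percentage points away from the 100% baseline, in either direction, so actives lie on both sides; inconclusive means Compound likely fluorescent itself, or too few beads counted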
ABCB1 block: ABCB1 efflux pump inhibitors, primary screen, cell-based, multiplex, flow cytometry, ABCG2 counter-screen | ATP-dependent translocase ABCB1 (Homo sapiens), P08183 | CCRF-Adr cells, JC-1 efflux | inhibition, % at 6.6 µM | hit rate 0.067% among 190,000; in the data active means inhibition above about 40%;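 further: 0% = vehicle and 100% = reference inhibitor; higher value means more JC-1 retained so stronger ABCB1 efflux block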
HRas wt GTP bind: modulators of GTP binding to HRas wildtype, primary screen, biochemical, bead-based flow cytometry, multiplex. GTPase HRas (Homo sapiens), P01112. GST-Ras wt beads, Bodipy-FL-GTP binding; actives lie on both sides. GTP binding activity, % at 10 µM. hit rate 0.14% among 190,000. AID 759, 2007;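 active means GTP binding activity at least 20% away from the 100% baseline, either lowered as inhibitor or raised as activator; inconclusive means flagged as likely green fluorescent, judged across all proteins in the well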;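 further: 0% = unlabeled GTP competition control and 100% = no-compound control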
Target sequence (P01112 whole entry, looked up): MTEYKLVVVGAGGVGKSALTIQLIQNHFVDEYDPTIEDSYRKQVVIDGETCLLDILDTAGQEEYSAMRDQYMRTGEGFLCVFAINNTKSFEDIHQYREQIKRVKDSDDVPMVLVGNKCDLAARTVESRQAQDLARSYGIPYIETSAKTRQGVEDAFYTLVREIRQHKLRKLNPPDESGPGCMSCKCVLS
ABCG2 inh: ABCG2 efflux pump inhibitors, primary screen, multiplex with ABCB1, IgMXP3 cells, flow cytometry; JC-1 efflux; AID 1325, 2008; Broad substrate specificity ATP-binding cassette transporter ABCG2 (Homo sapiens), Q9UNQ0; inhibition, % at 6.6 µM; hit rate 0.1% among 190,000;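 active means inhibition above 80%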;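 further: 0% = DMSO and 100% = nicardipine control wells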
Target sequence (Q9UNQ0 whole entry, looked up): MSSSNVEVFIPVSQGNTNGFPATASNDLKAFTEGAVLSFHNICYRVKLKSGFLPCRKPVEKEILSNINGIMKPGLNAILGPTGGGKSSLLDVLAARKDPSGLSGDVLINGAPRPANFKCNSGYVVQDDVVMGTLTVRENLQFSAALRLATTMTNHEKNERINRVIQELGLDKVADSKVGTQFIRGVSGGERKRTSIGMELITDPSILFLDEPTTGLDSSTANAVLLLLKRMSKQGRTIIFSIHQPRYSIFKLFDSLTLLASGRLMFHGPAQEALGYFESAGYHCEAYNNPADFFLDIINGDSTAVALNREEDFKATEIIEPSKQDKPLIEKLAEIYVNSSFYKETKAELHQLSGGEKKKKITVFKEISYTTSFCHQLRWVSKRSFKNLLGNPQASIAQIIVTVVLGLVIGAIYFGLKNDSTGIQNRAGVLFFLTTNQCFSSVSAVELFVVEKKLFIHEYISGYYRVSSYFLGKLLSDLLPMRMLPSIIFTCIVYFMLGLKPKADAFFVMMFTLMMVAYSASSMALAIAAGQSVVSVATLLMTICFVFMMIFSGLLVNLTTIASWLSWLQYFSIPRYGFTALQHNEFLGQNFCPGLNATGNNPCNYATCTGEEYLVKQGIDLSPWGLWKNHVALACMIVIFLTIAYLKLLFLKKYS
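System: two drug-resistant human cell lines, ABCG2 and ABCB1; controls: nicardipine high and DMSO low controls; times: 10 min exposure at 25 °C with rotation, no wash; detection: flow cytometry of retained JC-1 fluorescence; read-out basis: percent efflux inhibition, scaled nicardipine 100% to DMSO 0%; doses: one concentration, 6.6 µM final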
Rac1 wt GTP bind: wildtype Rac1 GTP binding modulators, primary screen, biochemical, GST-Rac1 beads, flow cytometry, multiplex; fluorescent GTP binding; actives lie on both sides; 0 = cold GTP competed, 100 = untreated; AID 757, 2007; Ras-related C3 botulinum toxin substrate 1 (Homo sapiens), P63000; GTP binding activity (% of control), % at 10 µM; hit rate 0.27% among 190,000;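 active means GTP binding activity at least 20 points away from the 100% control level, either lower or higher; inconclusive means compound flagged as likely green fluorescent, judged across all proteins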
Cdc42 wt: modulators of GTP binding to wildtype Cdc42, primary screen, biochemical, multiplex bead flow cytometry, Bodipy-GTP. Cell division control protein 42 homolog (Homo sapiens), P60953. GST-Cdc42 beads; actives lie on both sides. percent activity (GTP binding), % at 10 µM. hit rate 0.2% among 190,000;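 active means percent activity GTP binding at least 20 points away from the 100% baseline, either down as inhibitor or up as activator; inconclusive means compound flagged as likely green fluorescent from well-wide comparison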;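 further: median bead fluorescence of bound Bodipy-FL-GTP at 100 nM; 0% = excess unlabeled GTP control and 100% = no compound control; below 100% means less GTP binding so inhibitor and above means activator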
Target sequence (P60953 whole entry, looked up): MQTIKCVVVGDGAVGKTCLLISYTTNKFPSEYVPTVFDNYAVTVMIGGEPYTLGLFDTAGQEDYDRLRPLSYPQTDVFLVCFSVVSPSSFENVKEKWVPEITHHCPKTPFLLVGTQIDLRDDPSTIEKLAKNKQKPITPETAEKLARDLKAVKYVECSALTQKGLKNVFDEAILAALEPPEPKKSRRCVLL
Rab2 wt GTP: modulators of GTP binding to Rab2A wildtype, primary screen, biochemical, dog, bead-based flow cytometry, multiplex. AID 760, 2007. GTP binding activity, % at 10 µM. GST-Rab2 wt beads, Bodipy-GTP binding. hit rate 0.19% among 190,000;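 active means GTP binding activity at least 20 points away from 100%, either lowered or raised; inconclusive means signal likely due to the compound's own green fluorescence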;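 further: 0% = beads with excess unlabeled GTP and 100% = no-compound control corrected for plate trend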
Starred values were filed as active, the others as inactive; ? = inconclusive; nt = no result given; & = joins results of further samples. Some of the compounds tested, so the mix of outcomes need not match the whole.

Preview:
Values run as follows: GSH bead fluor	Rab7 wt GTP bind	Pf gamet viab	Avidin fluor	Rac1 act GTP bind	ABCB1 block	HRas wt GTP bind	ABCG2 inh	Rac1 wt GTP bind	Cdc42 wt	Rab2 wt GTP
CCCC(C)(COC(N)=O)COC(=O)NC(C)C (stereo unspecified)
 : 21	97	nt	11	100	0.1	103	0	104	101	101
O=C(COc1ccc(Cl)cc1)N1CCN(C/C=C/c2ccccc2)CC1
 : 22	101	12	25	102	1.3	102	18	104	103	101
COc1cccc(-n2c(C)nc3ccccc3c2=O)c1
 : 14	99	nt	35	99	0.6	99	1	101	102	99

All compounds of this part, from the start:
Values run as follows: GSH bead fluor	Rab7 wt GTP bind	Pf gamet viab	Avidin fluor	Rac1 act GTP bind	ABCB1 block	HRas wt GTP bind	ABCG2 inh	Rac1 wt GTP bind	Cdc42 wt	Rab2 wt GTP
CCCC(C)(COC(N)=O)COC(=O)NC(C)C (stereo unspecified)
 : 21	97	nt	11	100	0.1	103	0	104	101	101
O=C(COc1ccc(Cl)cc1)N1CCN(C/C=C/c2ccccc2)CC1
 : 22	101	12	25	102	1.3	102	18	104	103	101
COc1cccc(-n2c(C)nc3ccccc3c2=O)c1
 : 14	99	nt	35	99	0.6	99	1	101	102	99
Cc1cc(=O)[nH]c(SCc2nc3ccccc3c(=O)n2-c2ccccc2C)n1
 : 21	95	-10	13	96	0.8	96	5	98	97	96
O=c1c2ccccc2nc(-c2ccccc2)n1-c1cccc(O)c1
 : 27	98	-6	10	96	0.6	100	2	102	97	96
NP(=O)(OCC(F)(F)F)Oc1cccc2ccccc12 (stereo unspecified)
 : 10	102	14	2	99	0.8	104	8	106	103	105
C=CCn1c(O)c(C=Nc2ccc(OC)cc2C)c(=O)[nH]c1=O
 : 27	97	nt	14	94	1.6	96	25	94	96	96
Cc1c(C(=O)N2CCC3(CC2)OCCO3)oc2ccc(S(=O)(=O)N3CCCCC3)cc12
 : 23	101	4	8	100	3.5	100	24	105	103	100
COCc1cc(C2SCC(=O)Nc3c2c(=O)[nH]n3C(C)C)ccc1OC (stereo unspecified)
 : 17	98	-13	18	94	0.1	95	0	94	95	94
CN1CCC(N(C)c2ncnc3ccc(Br)cc23)CC1
 : 32	96	-45	15	92	0.0	95	0	98	95	94
O=C(C(Cc1ccccc1)NS(=O)(=O)c1cccc2nsnc12)N1CCC2(CC1)OCCO2 (stereo unspecified)
 : 66	101	-5	14	98	0.5	104	1	100	102	104
Nc1ccccc1C(=O)c1ccccc1
 : 14	100	nt	6	101	0.1	95	1	102	99	100
CC(C)(C)c1cc([N+](=O)[O-])cc(C(C)(C)C)c1O
 : 10	95	1	11	91	0.9	94	4	94	91	93
O=C(O)CCn1cc(C=C2C(=O)NC(=O)NC2=O)c(-c2cc3ccccc3oc2=O)n1
 : 17	94	-16	8	94	-0.2	95	0	95	95	93
C=CCN1C(=O)NC(=O)/C(=C/c2cccn2C)C1=O
 : 14	97	nt	39	96	0.6	101	6	100	101	100
CCN(CC)C(=O)c1ccc(NC(=O)COc2ccccc2F)cc1
 : 15	104	17	9	93	0.1	97	1	95	95	99
Cc1cc(C=O)c(C)n1C1CC1
 : 23	103	-14	10	94	0.0	94	0	98	95	94
Cc1cccc(OP(=O)(Nc2cccnc2)Oc2cccc(C)c2)c1
 : 15	100	14	9	98	2.2	100	1	101	103	100
Cc1cccc(-n2c(O)c(/C=N/Nc3nc4c(c(=O)n(C)c(=O)n4C)n3C)c(=O)[nH]c2=S)c1
 : 16	?	-27	17	?	-0.2	?	3	?	?	?
Nc1ccccc1C(=O)OCCOc1ccccc1
 : 15	100	-7	11	94	0.5	91	5	85	88	96
C=CCN1C(=O)/C(=C/c2ccc3c(c2)CCCN3CCC)C(=O)NC1=S
 : 19	?	3	13	?	-0.2	?	-5	?	?	?
O=C(c1cccc(Cl)c1)C1CCCN(Cc2cccc3cnccc23)C1 (stereo unspecified)
 : 10	105	-8	3	96	9.5	98	13	97	99	103
COC(=NC1CCCC1)C(O)c1c[nH]c2ccccc12 (stereo unspecified)
 : 19	97	nt	nt	97	0.5	100	1	101	100	98
CSCCC(N=Cc1c(O)n(-c2ccc(Br)cc2)c(=O)[nH]c1=O)C(=O)OC(C)(C)C (stereo unspecified)
 : 15	?	17	38	?	0.9	?	2	?	?	?
CCOC(=O)C(NC(=O)C(Cc1ccc(N(CCCl)CCCl)cc1)NC(C)=O)C(C)C (stereo unspecified)
 : 23	96	6	11	98	0.6	97	2	99	98	95
COc1ccc(CN2C(=O)NC(=O)/C(=C\c3cc(OC)c(OC)c(OC)c3)C2=O)cc1
 : 13	97	-17	10	95	-0.8	95	-2	97	94	95
CC(=NCCC(c1ccccc1)c1ccccc1)c1c(O)n(C)c(=O)n(C)c1=O
 : 11	95	-26	12	97	0.0	96	-1	96	95	95
CCOC(=O)C1(CCc2ccccc2)CCN(C2CCSCC2)CC1
 : 12	97	nt	14	95	0.1	96	-2	100	101	98
O[C@@H]1CCCC[C@H]1N1CCC(c2ccccc2)CC1
 : 53&67	103	nt	6&7	99	0.3	103	0&0	106	105	103
C=CCN1C(=O)/C(=C/c2cc(C)n(-c3cccnc3)c2C)C(=O)NC1=S
 : 9	92	1	15	92	-0.9	98	-5	96	94	95
CCN1CCC2(CCNC2)C1 (stereo unspecified)
 : 34	97	-4	14	99	1.3	97	5	103	98	98
O=C(CCNS(=O)(=O)c1ccccc1)Nc1ccc(Cl)cc1C(=O)c1ccccc1
 : 11	100	-16	24	98	2.2	100	61	102	99	98
O=c1[nH]c(=S)n(C2CC2)c(O)c1/C=N/Nc1cccc2ccccc12
 : 12	100	30	20	94	-1.6	97	-4	103	100	97
CC(C)C[C@H]1C(=O)N2CCCC2[C@]2(O)O[C@](NC(=O)[C@@H]3C=C4c5cccc6[nH]cc(c56)CC4N(C)C3)(C(C)C)C(=O)N12 (stereo partly specified)
 : 19	99	nt	11	97	1.4	102	2	107	102	100
CCOP(=O)(OCC)C(O)c1cccc([N+](=O)[O-])c1 (stereo unspecified)
 : 16	91	nt	22	99	0.4	96	1	98	95	97
O=C(C1CC(c2ccccc2O)=NO1)N1CCC2(CC1)OCCO2 (stereo unspecified)
 : 11	101	5	15	98	0.2	104	0	104	104	102
O=C(Cn1nc(-c2ccccc2)ccc1=O)N1CCC2(CC1)OCCO2
 : 19	96	1	9	93	0.1	96	0	98	99	100
Cc1cc(OC(=O)c2ccco2)c2c3c(c(=O)oc2c1)CCCC3
 : 71	99	8	5	98	0.8	99	1	101	98	97
CC(=NCCCN1CCOCC1)c1c(O)n(-c2ccccc2C)c(=O)[nH]c1=O
 : 25	103	18	16	100	0.3	102	0	103	102	101
O=C1/C(=C\c2cc3c(cc2Br)OCO3)N2CCC1CC2
 : 5	99	nt	3	100	0.8	102	1	104	100	101

Carrying on.
SMILES,GSH bead fluor,Rab7 wt GTP bind,Pf gamet viab,Avidin fluor,Rac1 act GTP bind,ABCB1 block,HRas wt GTP bind,ABCG2 inh,Rac1 wt GTP bind,Cdc42 wt,Rab2 wt GTP
Cc1cccc(N2C(=O)/C(=C/N3CCN(C(=O)c4ccco4)CC3)C(=O)NC2=S)c1,36,100,nt,12,101,-0.2,100,7,104,101,100
C=CCn1c(=O)c(C=Nc2cccnc2Cl)c(O)n(CCCC)c1=O,21,97,0,12,100,-0.7,100,0,100,102,99
O=C(c1ccc2c(c1)OCO2)C1CCCN(Cc2ccccn2)C1 (stereo unspecified),13,104,-4,13,96,0.6,98,1,98,95,97
O=C1NC(=O)C(=Cc2ccc(N3CCOCC3)cc2)C(=O)N1,17,101,0,13,96,-0.4,99,-1,98,95,96
COc1ccc(CCNCc2ccccn2)cc1OC,11,?,nt,36,?,0.0,?,0,?,?,?
COc1ccc(CC(=O)N2CCN(C)CC2)cc1,12,91,nt,26,92,-0.1,91,0,90,90,93
COc1ccc(OC)c(NC2=NCCS2)c1,15,92,-3,8,94,-0.1,96,3,98,96,94
Cc1cccn2c(=O)c3c(nc12)N1CCc2ccccc2C1C1(C3)C(=O)NC(=O)N(C)C1=O (stereo unspecified),26,99,20,4,102,0.7,102,1,106,103,101
COc1ccccc1-n1c(CNCC2CCCO2)nc2ccccc2c1=O (stereo unspecified),13,103,-8,6,103,nt,106,0,105,105,105
COc1ccc(-n2c(O)c(C(C)=NCCCn3ccnc3)c(=O)[nH]c2=O)cc1,23,100,21,6,97,-0.1,100,0,100,98,98
Cc1ccccc1OP(N)(=O)Oc1ccccc1C,18,104,-45,10,97,-0.3,100,-1,102,98,99
OCCN1C2CCC1CC(O)(c1ccc(F)cc1)C2 (stereo unspecified),19,102,nt,10,102,0.3,103,2,106,107,104
CCCCN1C(=O)NC(=O)C2(Cc3cc(C)ccc3N(C)C2)C1=O (stereo unspecified),60,98,0,6,98,0.9,99,3,101,101,99
